Screens from PubChem.
FBPA coupling cs: inhibits coupling enzyme system, counter-screen for aldolase hits; coupling enzyme system counterscreen, AmpLite Red fluorescence; activity change, negative = inhibition, % at 58.2 µM, hits read low; actives 0.67% (n = 290,000); in the data active = activity change below about -30%; note: % is set by controls: 0 for no effect and ±100 for the full control effect
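Compounds tested against the coupling enzymes alone at 57.5 uM final; readout was AmpLite Red fluorescence (525/598 nm) after 20 min at RT.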
Rab9 promoter act: activates the Rab9 promoter; Huh7 Rab9 promoter-luciferase reporter, luminescence, 24 h; AID 485297; Potency, µM (highest dose often 9.22 µM), for inactives: at the top dose activation, negative = inhibition, hits mostly activators; actives 2.8% (n = 320,000); note: potency is the fitted concentration of half-maximal effect; % of control where 0% means no effect; nearly all actives have a fitted effect of over 60% in size
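Huh7 cells stably carrying a Rab9 promoter-luciferase reporter, 1500 cells per well in OP-MEM I with 10% FBS, treated with compound 24 hours at 37C. Luciferase activity read by luminescence after 10 minutes with Amplite reagent.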
NPC1 promoter act: activators of NPC1 promoter; Huh7 NPC1 promoter luciferase reporter, 24 h; Potency, µM (doses to about 9.22 µM), for the others: at the top dose activation, hits mostly activators; actives 2.4% (n = 320,000);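 note: potency is the fitted concentration of half-maximal effect; % of control where 0% means no effect; nearly all actives have a fitted effect of over 60% in size; reporter is driven by a mutant NPC1 promoter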
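Huh7 cells stably carrying NPC1 promoter–luciferase, plated in Opti-MEM with 10% FBS for 2 h, were exposed to compound in DMSO for 24 h at 37 °C; luciferase reagent was added for 10 min and luminescence read.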
KCNH2 3.1 inh: blocks the human KCNH2 3.1 channel isoform. AID 720553. U2OS KCNH2 3.1, thallium flux FluxOr; hits give low values. actives 0.95% (n = 340,000). activity change, % (tested at about 1.8 µM);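 active = maximum activity change below -70%; inconclusive = maximum activity change from -70% to -50%; inactive = maximum activity change above -50%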;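 note: thallium influx rate constant from kinetic fluorescence after stimulation buffer; % is set by controls: 0 for no effect and ±100 for the full control effect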
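FluxOr-based Tl+ influx in U2OS cells transduced with KCNH2 3.1 virus; rate constants normalized to DMSO controls.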
FLuc counter: inhibits or activates purified firefly luciferase, miR-21 counter-screen; Potency, µM (titrated, usually from 57.5 µM), for inactives: at the highest dose activity change, negative = inhibition, hits mostly inhibitors; AID 588342; P08659; purified FLuc, Km substrates, luminescence inhibition; actives 6.9% (n = 360,000);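 note: potency is the fitted concentration of half-maximal effect; plate controls were vehicle for no effect and reference inhibitor for full effect; nearly all actives have a fitted effect of over 55% in size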
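Biochemical qHTS of compounds, final roughly 60 µM downward over six points, against 10 nM purified firefly luciferase using Km concentrations of substrates (10 uM D-luciferin, 10 uM ATP) in Tris acetate pH 7.5 buffer; luminescence output.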
Giardia killer: kills Giardia lamblia; Giardia lamblia trophozoite viability; activity change, % at 7.66 µM, hits read low; actives 0.15% (n = 340,000); in the data active = activity change below about -80%; inconclusive = between about -30% and that limit;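 note: parasites exposed to compound for two days anaerobically before the ATP read; % is set by controls: 0 for no effect and ±100 for the full control effect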
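Each well holds 100 Giardia trophozoites and compound. After two days (48 hrs) at 37 deg C in anaerobic conditions, ATP is quantified by luminescence.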
RORgamma inh: ROR gamma (mouse) transcription inhibition. P51450. Drosophila S2 Gal4-RORgamma UAS-luciferase reporter, 20 h. Potency, µM (doses to about 53.6 µM), without a hit: top-dose activity change, negative = inhibition, actives largely listed as inhibitors. actives 5.4% (n = 310,000). AID 2551; note: potency is the fitted concentration of half-maximal effect; % is set by controls: 0 for no effect and ±100 for the full control effect; nearly all actives have a fitted effect of over 60% in size
Target sequence (P51450 whole entry, looked up, the tested form may be a part): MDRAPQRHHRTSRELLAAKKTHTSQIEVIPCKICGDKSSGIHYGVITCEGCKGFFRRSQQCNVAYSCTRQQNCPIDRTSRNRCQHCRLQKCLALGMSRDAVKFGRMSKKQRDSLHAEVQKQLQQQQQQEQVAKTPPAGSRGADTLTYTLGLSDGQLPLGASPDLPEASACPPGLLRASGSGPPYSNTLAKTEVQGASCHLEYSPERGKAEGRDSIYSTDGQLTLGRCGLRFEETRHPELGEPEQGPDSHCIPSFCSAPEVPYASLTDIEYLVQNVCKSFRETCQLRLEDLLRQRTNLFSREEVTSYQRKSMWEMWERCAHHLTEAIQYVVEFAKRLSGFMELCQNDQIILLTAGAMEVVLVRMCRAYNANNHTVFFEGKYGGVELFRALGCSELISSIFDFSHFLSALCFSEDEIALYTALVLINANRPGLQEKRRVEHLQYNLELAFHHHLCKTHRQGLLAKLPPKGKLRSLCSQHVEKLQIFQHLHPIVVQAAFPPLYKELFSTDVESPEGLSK
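Luciferase reporter read in Schneider cells carrying Gal4-RORγ (mouse) and UAS-Photinus luciferase; cells given compound 1 h before 700 uM copper sulfate induction, then incubated 20 h at ambient temperature.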
VP16 counter: inhibits Gal4-VP16 luciferase reporter, ROR gamma counter-screen; Drosophila S2 Gal4-VP16 UAS-luciferase, luminescence, 20 h; Potency, µM (doses to about 53.6 µM), for the others: at the highest dose activity, negative = inhibition, actives largely listed as inhibitors; actives 3.5% (n = 310,000); AID 2546;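 note: Gal4-VP16 expression switched on by copper sulfate through the metallothionein promoter; potency is the fitted concentration of half-maximal effect; % is set by controls: 0 for no effect and ±100 for the full control effect; nearly all actives have a fitted effect of over 50% in size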
uPA surface inh: inhibitors of cell surface uPA generation; cell surface uPA generation assay, qHTS; Potency, µM (doses to about 38.3 µM), inactives show at the highest dose activity change, negative = inhibition, most hits filed as inhibitors; actives 0.31% (n = 330,000); AID 540303; active = well fitted inhibition curve with a large enough effect; inconclusive = small, poorly fitted or top-dose-only effect; inactive = no such curve, though single readings can be large or run the other way; tested in mouse RAW 264.7 cells; note: potency is the fitted concentration of half-maximal effect; % is set by controls: 0 for no effect and ±100 for the full control effect; nearly all actives have a fitted effect of over 55% in size
Tb PFK block: blocks T. brucei phosphofructokinase; T. brucei PFK, ADP-Glo luminescence; Potency, µM (doses to about 57.5 µM), for the others: at the highest dose activity, negative = inhibition, most hits filed as inhibitors; actives 0.17% (n = 330,000);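 note: potency is the fitted concentration of half-maximal effect; 0% = uninhibited 1x PFK enzyme wells and -100% = no-enzyme wells; nearly all actives have a fitted effect of over 60% in size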
Target sequence (O15648 whole entry, looked up): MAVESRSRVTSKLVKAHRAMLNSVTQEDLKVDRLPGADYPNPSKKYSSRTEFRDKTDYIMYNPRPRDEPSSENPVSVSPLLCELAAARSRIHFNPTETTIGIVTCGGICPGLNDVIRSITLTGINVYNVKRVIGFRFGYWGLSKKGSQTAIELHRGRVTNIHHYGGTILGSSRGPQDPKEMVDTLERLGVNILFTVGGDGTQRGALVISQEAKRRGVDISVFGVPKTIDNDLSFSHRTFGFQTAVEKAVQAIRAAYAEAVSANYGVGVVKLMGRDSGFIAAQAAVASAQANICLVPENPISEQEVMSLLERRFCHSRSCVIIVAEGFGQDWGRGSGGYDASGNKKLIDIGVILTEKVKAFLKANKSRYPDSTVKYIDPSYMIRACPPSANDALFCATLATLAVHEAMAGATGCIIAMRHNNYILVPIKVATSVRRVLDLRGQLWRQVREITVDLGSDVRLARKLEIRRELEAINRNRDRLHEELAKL
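Luminescent ADP detection (ADP-Glo, two-step: ATP depletion then ADP-to-ATP conversion for luciferase) reported PFK activity after 45 min room-temperature reaction of 1.25 nM enzyme with 0.5 mM F6P and 0.1 mM ATP at pH 8.0.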
ELG1 genotoxic: inducers of genotoxicity in HEK293T ELG1-luciferase cells; HEK293T ELG1-luciferase reporter, luminescence, 16 h; Potency, µM (highest dose often 46 µM), without a hit: at the top dose activity change, positive = activation, usual class: activators; actives 1.3% (n = 330,000); AID 504466; note: potency is the fitted concentration of half-maximal effect; % of control where 0% means no effect; nearly all actives have a fitted effect of over 60% in size
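Screening used a luciferase reporter fused to human ELG1 in HEK293T cells. Luminescence was read on a CCD plate imager after 16 hr exposure and 30 min ONE-Glo incubation.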
An asterisk follows results filed as active; ? = inconclusive; nt = not tested or not shown; & = joins results of further samples; ! = repeats disagree; [ ] = remark or other dose. Unless noted, calls come from the whole dose curve; as a rule, active = well fitted curve in the direction sought with a large enough effect; inconclusive = small, poorly fitted or top-dose-only effect, or another doubt; inactive = no such curve, though single readings can be large; an effect the other way counts as inactive or inconclusive.

Every second line gives: VP16 counter, FLuc counter, uPA surface inh, RORgamma inh, FBPA coupling cs, Rab9 promoter act, NPC1 promoter act, ELG1 genotoxic, Tb PFK block, KCNH2 3.1 inh, Giardia killer
CC(=O)Nc1ccc(N2CCN(C(C)=O)CC2)cc1
→ -6%, -4%, 7%, 7%, 1, 12%, 2%, -4%, -2%, -2, 10
CCOC(=O)C(C)n1cnc2sc(C)c(C)c2c1=O (stereo not given)
→ 16%, 0%, 3%, -8%, 4, -2%, 2%, -1%, -5%, 17, -2
O=C(Nc1ccc(-c2nc3cccnc3s2)cc1)c1ccc(Cl)nc1
→ 19%, ?, 10%, -20%, 2, 0.71µM*, 0.89µM*, 10%, 1%, -1, 9
COc1ccc(C(=O)NNC(=O)C23CC4CC(CC(C4)C2)C3)c(OC)c1
→ 2%, ?, 4%, 0%, -1, 13%, 3%, 5%, -1%, -7, 3
Cc1ccc(CS(=O)(=O)CCC(=O)NCCN(C)Cc2ccccc2)cc1
→ -1%, 3%, nt, 3%, -2, nt, nt, nt, nt, 10, -17
O=C(Nc1ccc(Cl)cc1Cl)c1n[nH]c(Cn2cncn2)n1
→ -26%, 4.3µM*, -8%, ?, 7, 17%, 16%, ?, 10%, 3, -13
Cc1cccc(OCc2n[nH]c(=S)o2)c1
→ -9%, ?, -3%, -38%, 5, 4%, -1%, 1%, 3%, 6, -16
COc1ccccc1OCC(=O)N/N=C1\CCc2ccccc21
→ ?, 21µM*, 6%, -14%, 1, 2.8µM*, 26%, 8.2µM*, 1%, -5, 10
C[C@H](NC(=O)[C@@H]1Cc2ccccc2CN1)C(=O)NC1CCCC1
→ 3%, 0%, 10%, -7%, 0, 0%, -6%, 2%, 1%, -8, -8
Cc1ccc(NS(=O)(=O)c2ccc(NC(=O)C3CC3)cc2)c(C)c1
→ 25µM*, 5%, 6%, 82%, 1, 2%, -10%, 6%, 5%, -17, -8
O=C(O)c1ccccc1Sc1ncnc2sccc12
→ 2%, -6%, 3%, -6%, 7, -1%, 0%, 0%, -3%, -6, 5
Cc1nn(Cc2ccc(Cl)cc2)c(C)c1NC(=O)CCCn1nc([N+](=O)[O-])c(Cl)c1C
→ 2%, 0%, 0%, 27%, 10, 2%, 0%, -7%, -3%, -18, 0
N/C(=N\OS(=O)(=O)c1ccc2ccccc2c1)c1cccnc1
→ -7%, ?, 1%, 0%, -1, -1%, -1%, 2%, 1%, 0, -21
CCC(C)(C)NC(=O)C(c1ccc(F)cc1)N(Cc1ccc(OC)cc1)C(=O)c1cnccn1 (stereo not given)
→ ?, ?, 3%, 23%, 2, 1%, -6%, 14%, 1%, 6, -2
Cc1ccc(C(=O)N2CCCC2)cc1S(=O)(=O)Nc1ccccc1
→ 13%, 0%, -2%, 9%, -2, -13%, -2%, 1%, -4%, 1, 14
COc1ccc(S(=O)(=O)N(CC(=O)NCC2CCCO2)C2CCCCC2)cc1OC (stereo not given)
→ -5%, 2%, -4%, 9%, 4, -2%, -1%, 0%, -1%, -13, 9
Cc1ccc(S(=O)(=O)N2[C@@H](c3ccccc3F)C(C(=O)O)=CC[C@H]2c2cccc(Cl)c2)cc1
→ nt, -1%, -2%, nt, nt, -6%, -1%, -3%, -8%, 1, ?
CN(C)C(=O)CSc1nc(-c2ccccc2)nc2c1CCCC2
→ 2%, 0%, -7%, 18%, 5, 3%, 0%, 1%, 3%, -8, -14
Cn1ccnc1SCc1ccc(Cl)cc1Cl
→ -18%, 0%, -1%, -19%, -8, -4%, -2%, 2%, 1%, -16, -6
CCCn1c(N)c(Sc2ccc([N+](=O)[O-])cc2)c(=O)n(CCC)c1=O
→ 3%, 5%, 3%, 18%, 7, 1%, 0%, 0%, 4%, -4, 10

(continued)
Every second line gives: VP16 counter, FLuc counter, uPA surface inh, RORgamma inh, FBPA coupling cs, Rab9 promoter act, NPC1 promoter act, ELG1 genotoxic, Tb PFK block, KCNH2 3.1 inh, Giardia killer
CC(=O)Nc1ccc(Nc2nc(C)nc3c2oc2ccccc23)cc1
→ -24%, -15%, -3%, -36%, -1, -2%, -1%, -11%, 3%, 10, -20
O=C(NCCc1ccccc1)c1ccc2nccnc2c1
→ 3%, 0%, -11%, -15%, -4, 0%, -10%, 3%, 3%, 9, -19
CN(c1ccccc1)S(=O)(=O)c1nnc(NC(=O)COc2ccccc2)s1
→ -2%, 0.43µM*!, -10%, 28%, nt, -2%, 3%, -2%, 2%, 12, -2&13
COc1ccc(Cl)cc1NC(=O)Cn1nc(-c2ccc(C)cc2)n(C)c1=S
→ -29%, 2%, 5%, -25%, 1, -5%, -2%, 1%, -2%, 8, -2
Cc1ccccc1COc1ccc2oc(C)c(C(=O)O)c2c1
→ 5%, ?, 0%, -3%, -12, -2%, -1%, -5%, 10%, -2, 26
CC(=O)n1c2ccccc2c2nc3ccccc3nc21
→ -7%, ?, 5%, 22%, 7, 2.8µM*, 3.2µM*, ?, 1%, 0, 2
Clc1cc(Br)ccc1OCCOCCN1CCCC1
→ -10%, -2%, -13%, -33%, 0, 1%, -7%, -2%, 0%, -5, -1
COc1ccc(C(=O)NCCn2cc(SCC(=O)Nc3cc(C)on3)c3ccccc32)cc1OC
→ -3%, -19%, 3%, -4%, 3, -3%, 1%, -15%, -8%, 12, -20
CCCCc1ccc(NC(=O)CN2C(=O)C3CCCCC3C2=O)cc1 (stereo not given)
→ nt, -15%, -4%, nt, nt, 0%, 2%, -2%, 13%, 7, -3
CCOC(=O)c1sc(/N=C/c2c(O)ccc3ccccc23)cc1C
→ 4%, 19µM*, -9%, ?, -34*, 2%, 3%, 0%, -12%, 1, 4
CN(C(=O)c1ccccc1C(=O)OCC(=O)c1ccc(Br)cc1)c1ccccc1
→ nt, ?, -3%, nt, nt, -4%, 4%, -9%, 0%, -1, -4
Cc1cc(NC(=O)CC#N)n(-c2ccccc2)n1
→ -5%, 0%, 6%, 13%, 4, 0%, -4%, 3%, -10%, 4, 32[activator]
CC(C)N(C(=O)N1CCN(c2ccnc3cc(Cl)ccc23)CC1)C(C)C
→ 0%, -1%, 1%, 19%, 2, -5%, -5%, -17%, -11%, -11, -23
CCOC(=O)C1(Cc2ccccc2)CCCN(C(=O)c2ccc(-n3ccnc3)cc2)C1 (stereo not given)
→ ?, ?, 4%, -44%, nt, -5%, 17%, -2%, 0%, 0, -2
COc1ccc(-c2nsc3c(N4CCN(S(=O)(=O)c5ccccc5F)CC4)ncnc23)cc1
→ -7%, -15%, 6%, 45%, 4, 1%, 1%, 2%, 1%, -5, 11
COc1ccc(CNC(=O)/C=C/c2cc3c(cc2Br)OCO3)cc1
→ 0%, -1%, 0%, 15%, 5, 8%, 0%, -1%, 3%, 6, -15
CCOC(=O)c1c(NC(=O)C2=C(C)NC(=S)NC2c2ccc(C)cc2)sc(C)c1C (stereo not given)
→ 3.5µM*, 7%, -7%, 2.8µM*, 4, -3%, -8%, -9%, 4%, 2, 7
CC(=O)c1cccc(NC2c3ccccc3C(=O)N2Cc2ccc3c(c2)OCO3)c1 (stereo not given)
→ 5%, 4%, 0%, 51%, 0, 0%, 0%, -1%, 0%, -2, 56[activator]
CCc1ccc(N2CC(C(=O)OCc3nc4ccsc4c(=O)[nH]3)CC2=O)cc1 (stereo not given)
→ nt, 2%, 0%, nt, nt, -7%, -1%, 4%, -9%, -27, 16
Cc1ccc2nc(SCC(=O)c3c[nH]c4ccccc34)[nH]c2c1
→ -27%, ?, 5%, ?, -8, 9%, 10%, 7%, 0%, 16, 12

(listing goes on)
Every second line gives: VP16 counter, FLuc counter, uPA surface inh, RORgamma inh, FBPA coupling cs, Rab9 promoter act, NPC1 promoter act, ELG1 genotoxic, Tb PFK block, KCNH2 3.1 inh, Giardia killer
O=C1OC(Nc2ccc3ncccc3c2)c2ccccc21 (stereo not given)
→ 0%[0.365 µM], -1%, 0%, -6%, -22, 0%, 6%, -4%, -2%, 21, -15
CCn1c(C)[n+](Cc2ccccc2)c2ccc(Cl)cc21
→ 10%, -6%, 8%, -1%, -1, 0%, 2%, -11%, 1%, 8, 7
CCN(CC)c1ccc(C(=O)OCc2c(C)noc2C)cc1
→ -8%, ?, 3%, 30%, 6, -2%, -2%, 6%, 4%, -22, -14
COC(=O)C(CCCN1C(=O)c2ccccc2C1=O)(NC(C)=O)c1nnn(C)n1 (stereo not given)
→ -11%, 2%, 2%, 0%, 1, -8%, -11%, 0%, 0%, -1, -6
CC(C)(C)n1nnnc1C(c1ccccc1F)N1CCN(C2CCCC2)CC1 (stereo not given)
→ 7%, -1%, 4%, 9%, 1, 2%, -2%, -1%, -5%, -20, 2
